# Screening results: PubChem BioAssay, several laboratories
# phage Ecoli inh: growth loss of phage-infected E. coli, primary screen, RecBCD inhibitor project, absorbance, with phage, HTS; inhibition, % at 11.9 µM; 360,000 compounds, 0.26% hits; in the data active means inhibition above about 11%
# PKA-R1A activ: activators of PKA-R1A holoenzyme, primary screen, biochemical, fluorescence polarization, Cy5-IP20, bovine R1A, mouse PKAc | cAMP-dependent protein kinase type I-alpha regulatory subunit (Bos taurus) + … | PKA-R1A dissociation; scaled: DMSO 0%, 113 µM cGMP 100% | activation, % at 11.4 µM | 340,000 compounds, 0.083% hits | AID 504707, 2011;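 active means percent activation above the mean of all tested compounds plus 3 SD, cut at about 19% in these data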;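 further: higher means more PKAc released from R1A so a rise in polarization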
# MOR-DOR inv ag: inverse agonists of MOR-DOR heterodimerization, primary screen, cell-based, luminescence | 340,000 compounds, 0.21% hits | Mu-type opioid receptor (Homo sapiens) + Delta-type opioid receptor (Homo sapiens), … | AID 504357, 2011 | inhibition, % at 9.3 µM | cell-based MOR-DOR heterodimer luminescence, inverse agonism; in the data active means inhibition above about 22%, passing the limit was not always enough;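 further: 0% = cells with DMSO and 100% = wells without cells with DMSO; values of inactives mirror those of a sister screen read the other way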
# Mot1-301 SUMO: yeast Mot1-301 growth rescue at high temperature, primary screen, SUMOylation pathway inhibitor project, S. cerevisiae, ATP luminescence, 38.5C. S. cerevisiae Mot1-301 growth rescue; percent above DMSO median, 100 means doubled. growth rescue, % at 18.8 µM. 320,000 compounds, 1% hits;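 active means every valid replicate shows activation above 250% relative to neutral control wells; inactive means the rest, any valid replicate at or below 250%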;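 further: OY570 slx delta 5 strain wells were the positive control but not used for scaling; some compounds called inactive have numbers as strong as hits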
# OPRM1-OPRD1 ag: agonists of OPRM1-OPRD1 heterodimerization, primary screen, cell-based, luminescence; cells; activation, % at 9.3 µM; 340,000 compounds, 0.3% hits; AID 504326, 2011; in the data active means activation above about 18%;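 further: 0% = vehicle-treated cells and 100% = reference agonist; values of inactives mirror those of a sister screen read the other way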
# HTR5A inv ag: HTR5A inverse agonists in luminescence cell assay, primary screen, counter-screen for OPRM1-OPRD1 heterodimer inverse agonist project, full-deck HTS; inhibition, % at 9.3 µM; 340,000 compounds, 0.083% hits; HTR5A cell line, inverse agonism; 5-hydroxytryptamine receptor 5A (Homo sapiens), P47898; AID 504634, 2011; in the data active means inhibition mostly above about 23%, no sharp cut-off; inactive means mostly below about 18%;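 further: 0% = cells with DMSO and 100% = no-cell wells with DMSO; some compounds called inactive have numbers as strong as hits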
# E coli growth: E. coli V3065 growth inhibition, primary screen, counter-screen for AddAB inhibitor project, absorbance, OD600; 18 h; inhibition, % at 11.9 µM; 330,000 compounds, 0.27% hits; AID 449728, 2010;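 active means inhibition above the campaign's mean inhibition across all tested compounds plus 3 SD, cut at about 9.9% in these data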;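 further: uninfected addAB+ strain grown without phage in ampicillin broth; 0% = DMSO wells and 100% = ciprofloxacin 0.95 µg/ml wells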
# AddAB inh: growth inhibition of E. coli expressing H. pylori AddAB, primary screen, AddAB inhibitor project, absorbance; inhibition, % at 11.9 µM; AID 435030, 2010; 330,000 compounds, 0.29% hits; in the data active means inhibition above about 12%;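 further: 0% = vehicle wells of infected cells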
# DSG3 Ab inh: inhibitors of pemphigus antibody binding to DSG3, primary screen, biochemical, bead-based, flow cytometry, scFv-GFP | Desmoglein-3 (Homo sapiens), P32926 | DSG3-coupled beads, scFv-anti-DSG3-GFP binding; active compounds read low | binding (percent of control), % at 10 µM | 310,000 compounds, 0.48% hits;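 active means binding more than 3 SD below its plate's average and above zero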;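 further: hits lower antibody fragment binding to DSG3; some compounds called inactive have numbers as strong as hits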
# Target sequence (P32926 whole entry, looked up, the tested form may be a part): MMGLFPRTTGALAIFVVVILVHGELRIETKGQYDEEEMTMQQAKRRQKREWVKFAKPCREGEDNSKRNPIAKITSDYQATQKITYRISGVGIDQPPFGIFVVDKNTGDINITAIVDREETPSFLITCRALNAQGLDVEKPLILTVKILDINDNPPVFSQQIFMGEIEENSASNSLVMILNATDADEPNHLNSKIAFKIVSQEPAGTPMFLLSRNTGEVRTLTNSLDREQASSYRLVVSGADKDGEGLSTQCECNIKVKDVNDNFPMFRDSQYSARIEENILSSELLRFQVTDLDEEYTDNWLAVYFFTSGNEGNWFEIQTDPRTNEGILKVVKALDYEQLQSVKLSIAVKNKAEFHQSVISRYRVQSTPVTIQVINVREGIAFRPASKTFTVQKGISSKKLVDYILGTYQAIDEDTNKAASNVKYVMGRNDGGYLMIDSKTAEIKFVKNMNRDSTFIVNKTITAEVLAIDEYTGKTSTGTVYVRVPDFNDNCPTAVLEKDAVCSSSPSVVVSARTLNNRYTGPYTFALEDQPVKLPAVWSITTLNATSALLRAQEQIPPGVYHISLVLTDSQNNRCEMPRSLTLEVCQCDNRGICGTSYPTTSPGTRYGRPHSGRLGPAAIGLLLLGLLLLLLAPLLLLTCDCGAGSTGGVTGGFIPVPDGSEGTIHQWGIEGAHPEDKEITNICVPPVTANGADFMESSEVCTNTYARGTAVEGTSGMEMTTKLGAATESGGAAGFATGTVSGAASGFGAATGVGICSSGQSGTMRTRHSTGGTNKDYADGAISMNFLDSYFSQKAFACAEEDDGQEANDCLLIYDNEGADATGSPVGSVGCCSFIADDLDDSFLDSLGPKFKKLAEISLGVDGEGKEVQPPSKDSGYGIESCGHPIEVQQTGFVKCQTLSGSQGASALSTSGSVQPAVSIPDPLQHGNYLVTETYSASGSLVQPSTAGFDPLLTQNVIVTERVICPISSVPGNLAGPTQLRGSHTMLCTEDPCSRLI
# PfHsp90 set2: growth inhibition of PfHsp90-expressing yeast, primary screen, antimalarial PfHsp90 inhibitor project, S. cerevisiae, BacTiter-Glo luminescence, single point, set 2. AID 504621, 2011. 310,000 compounds, 0.32% hits. BacTiter-Glo ATP, 48 h; yeast lacking PDR1 and PDR3 efflux regulators. inhibition, % at 9.4 µM;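 active means every replicate shows inhibition above about 80%, whatever the replicate mean, limit read from the data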;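 further: 0% = DMSO neutral controls and 100% = 20 µM radicicol positive controls; yeast relying on Plasmodium falciparum Hsp90 in place of its own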
# HTR5A ag: HTR5A agonists in luminescence cell assay, primary screen, counter-screen for OPRM1-OPRD1 heterodimer agonist project, full-deck HTS. 340,000 compounds, 0.61% hits. 5-hydroxytryptamine receptor 5A (Homo sapiens), P47898. AID 504692, 2011. cell-based. activation, % at 9.3 µM; in the data active means activation mostly above about 9.5%, no sharp cut-off; inactive means mostly below about 7.6%;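 further: 0% = cells with vehicle only and 100% = reference agonist; strong numbers were not always called active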
# Starred values were filed as active, the others as inactive; · = no result given.
# Sample of the layout, twelve compounds:
SMILES,phage Ecoli inh,PKA-R1A activ,MOR-DOR inv ag,Mot1-301 SUMO,OPRM1-OPRD1 ag,HTR5A inv ag,E coli growth,AddAB inh,DSG3 Ab inh,PfHsp90 set2,HTR5A ag
CC(NC(=O)c1ccc(NC(=O)c2ccco2)cc1)c1ccccc1 (centres undefined),2.0,-7,-6,-17,1.1,21,-1.5,6.5,103,-28,1
CCCn1cc(S(=O)(=O)c2ccccc2)c(=O)c2cc(OCC)ccc21,1.8,-5,6,-25,-1.2,-2,-0.7,3.5,95,29,4
O=C(NCCCN1CCOCC1)c1cc(-c2ccccc2)nc2ccccc12,1.2,3,0,3,-0.1,-9,1.8,0.5,104,32,-3
CCc1ccc(OCC(=O)Nc2ncc3c(n2)CC(C)(C)CC3=O)cc1,-1.3,1,-5,16,0.9,-13,1.9,1.0,104,-7,3
CCC(=O)c1ccc(OCC(O)CN(CCc2ccccc2)Cc2ccccc2)cc1 (centres undefined),-0.3,7,-27,-17,4.3,5,0.4,4.9,104,-1,-2
CCC(CC)NC(=O)/C=C/c1ccccc1Cl,1.2,-1,4,-2,-0.9,12,-1.2,2.2,·,1,5
COC(=O)Cc1[nH]n(-c2nc3ccccc3s2)c(=O)c1C(C)=O,1.2,4,2,-3,-0.3,4,-0.8,3.2,103,38,-4
c1ccc(CN2CCN(c3cnc4ccccc4n3)CC2)cc1,2.0,6,-12,-2,2.3,-10,-1.4,1.0,93,-18,3
Cc1ccc(S(=O)(=O)Nc2ccc(Oc3cccnc3)nc2)cc1,3.3,-5,1,17,-0.1,9,-1.6,1.2,113,1,5
CN(C(=O)CSc1nnc(-c2cccc(F)c2)n1N)C1CCS(=O)(=O)C1 (centres undefined),0.5,-4,9,401*,-1.8,1,-2.1,1.1,106,21,0
O=P(c1ccccc1)(c1ccccc1)c1cc(Br)cc(Br)c1OCCO,3.2,-1,12,3,-2.4,-3,-0.8,-1.3,99,1,1
CN(C)c1ccc(C(=O)N2CCCC(CCC(=O)N3CCN(c4ccccn4)CC3)C2)cc1 (centres undefined),-0.7,-3,2,554*,-0.4,7,-1.0,3.0,·,-9,0

# The whole of this part, previewed entries included:
SMILES,phage Ecoli inh,PKA-R1A activ,MOR-DOR inv ag,Mot1-301 SUMO,OPRM1-OPRD1 ag,HTR5A inv ag,E coli growth,AddAB inh,DSG3 Ab inh,PfHsp90 set2,HTR5A ag
CC(NC(=O)c1ccc(NC(=O)c2ccco2)cc1)c1ccccc1 (centres undefined),2.0,-7,-6,-17,1.1,21,-1.5,6.5,103,-28,1
CCCn1cc(S(=O)(=O)c2ccccc2)c(=O)c2cc(OCC)ccc21,1.8,-5,6,-25,-1.2,-2,-0.7,3.5,95,29,4
O=C(NCCCN1CCOCC1)c1cc(-c2ccccc2)nc2ccccc12,1.2,3,0,3,-0.1,-9,1.8,0.5,104,32,-3
CCc1ccc(OCC(=O)Nc2ncc3c(n2)CC(C)(C)CC3=O)cc1,-1.3,1,-5,16,0.9,-13,1.9,1.0,104,-7,3
CCC(=O)c1ccc(OCC(O)CN(CCc2ccccc2)Cc2ccccc2)cc1 (centres undefined),-0.3,7,-27,-17,4.3,5,0.4,4.9,104,-1,-2
CCC(CC)NC(=O)/C=C/c1ccccc1Cl,1.2,-1,4,-2,-0.9,12,-1.2,2.2,·,1,5
COC(=O)Cc1[nH]n(-c2nc3ccccc3s2)c(=O)c1C(C)=O,1.2,4,2,-3,-0.3,4,-0.8,3.2,103,38,-4
c1ccc(CN2CCN(c3cnc4ccccc4n3)CC2)cc1,2.0,6,-12,-2,2.3,-10,-1.4,1.0,93,-18,3
Cc1ccc(S(=O)(=O)Nc2ccc(Oc3cccnc3)nc2)cc1,3.3,-5,1,17,-0.1,9,-1.6,1.2,113,1,5
CN(C(=O)CSc1nnc(-c2cccc(F)c2)n1N)C1CCS(=O)(=O)C1 (centres undefined),0.5,-4,9,401*,-1.8,1,-2.1,1.1,106,21,0
O=P(c1ccccc1)(c1ccccc1)c1cc(Br)cc(Br)c1OCCO,3.2,-1,12,3,-2.4,-3,-0.8,-1.3,99,1,1
CN(C)c1ccc(C(=O)N2CCCC(CCC(=O)N3CCN(c4ccccn4)CC3)C2)cc1 (centres undefined),-0.7,-3,2,554*,-0.4,7,-1.0,3.0,·,-9,0
CCOc1ccc(NC(=O)CSc2nc(=O)n(Cc3ccccn3)c3c2CCC3)cc1,1.9,-3,13,-3,-2.3,1,-0.7,-0.2,112,8,0
O=C(N/N=C\c1ccccc1OCc1ccccc1)c1ccco1,3.9,5,-3,10,0.5,6,-3.0,9.0,101,-12,-1
CN(C)CCN(C(=O)c1ccc2ccccc2c1)c1nc2cc3c(cc2s1)OCCO3,1.1,5,-7,-14,1.3,-8,1.5,2.3,·,5,-2
Cc1ccc(S(=O)(=O)NCCc2nnc(SCc3cccnc3)n2C)cc1,-1.8,4,9,-7,-1.5,9,1.2,2.0,·,-26,-3
COc1ccc(-c2nc3cc(C)ccn3c2NCc2ccc3c(c2)OCO3)cc1,3.0,2,-55,1,7.6,-4,0.2,3.0,104,0,1
CCN(CC)c1ccc(/C=C(\C#N)c2ccccn2)cc1,·,-14,29,-8,-5.8,10,-0.2,-0.1,108,7,-4
CCOC(=O)C1=C(COC(=O)c2cccc(Cl)c2)NC(=O)NC1C (centres undefined),1.3,-8,10,7,-1.9,-7,-0.6,0.1,100,-16,-1
O=C(NCc1nnc(SCC(=O)N2CCCCCC2)o1)c1ccccc1F,1.2,-3,14,7,-2.7,-1,-0.6,1.4,106,-17,-2
Cc1cccc(C(=O)NC(=S)NC(C)c2ccccc2)c1 (centres undefined),1.9,·,·,100,·,·,-1.6,0.2,105,·,·
CC(C)CSc1nc2c(c(=O)[nH]c(=O)n2C)n1CCc1ccccc1,1.4,7,17,-7,-3.7,5,-1.6,0.9,99,-36,2
